NSD2 HMT inh = inhibitors of human histone methyltransferase NSD2. NSD2 peptide methylation, AlphaScreen, 120 min. inhibition, % at 12.5 µM. hit rate 0.54% among 310,000; in the data active = inhibition above about 50%
The depositor's hits bear a star. Some of the compounds tested (hit frequency here may not be typical).

SMILES	NSD2 HMT inh
Cc1cccn2c(=O)c3c(nc12)N1CCCCCC1C1(C3)C(=O)N(C)C(=O)N(C)C1=O (stereo not drawn)	-0.2
S=P(c1ccccc1)(c1ccccc1)c1c[n+](Cc2ccccc2)c2ccccn12	1.8
COc1ccc(-n2c(O)c(/C(C)=N/N3CCCCCC3)c(=O)[nH]c2=O)cc1	-1.4
COc1cc(CNCCc2c[nH]c3ccccc23)cc(OC)c1OC	6.0
Nc1ccc(CC(N)c2csc(Nc3ncccn3)n2)cc1 (stereo not drawn)	1.0
O=C1Nc2ccccc2Oc2ccccc21	1.3
c1ccc(CN2COC3CCCCCC32)cc1 (stereo not drawn)	2.4
S=P(c1ccccc1)(c1ccccc1)c1cnc2ccccn12	-0.7
CCN1CCN(Cc2nnnn2C(C)(C)C)CC1	3.1
O=C(COC(=O)c1cc(Br)cc(Br)c1O)NC12CC3CC(CC(C3)C1)C2	2.2
Cn1cc2c([N+](=O)[O-])cc([N+](=O)[O-])cc2n1	1.5
CC(C)(C)C(=O)NC1CCSC1=O (stereo not drawn)	-3.3
CC1CN2C(=O)C1(c1ccccc1)C(=O)NC2=S (stereo not drawn)	-8.0
c1ccc2c[n+](CCCCCCCCCC[n+]3ccc4ccccc4c3)ccc2c1	5.4
CN1C(=O)N(C)C(=O)C2(Cc3ccccc3N3CCCC32)C1=O (stereo not drawn)	6.4
O=P1(NCCCl)OCCC(OO)N1CCCl (stereo not drawn)	6.3
COc1ccccc1N1C(=O)NC(=O)/C(=C/c2ccc([N+](=O)[O-])s2)C1=O	27.5
Cc1cccc(OCC(O)CN2CC2)c1 (stereo not drawn)	-1.7
CCOP(=O)(Cc1cc(C(=O)CC)c(C)o1)OCC	-0.4
CO[C@H]([C@H](C)/C=C/N(C)C=O)[C@@H](C)C(=O)CC[C@H](C)[C@H](O)[C@H](C)[C@H]1OC(=O)/C=C/C(C)=C/[C@H](O)[C@H](OC)C[C@@H]2C=CC[C@@H](C[C@H](OC)[C@@]3(CO3)[C@@H](OC)C[C@@H](OC)[C@@H]1C)O2	-2.9
C=CCN(CC=C)Cc1c[nH]c2ccccc12	1.3
c1ccc2c3c(ccc2c1)OCC1CONC31 (stereo not drawn)	-10.6
c1ccc(C2CN3CCC2CC3)cc1 (stereo not drawn)	-1.0
COc1cccc(CN2CCN(c3ccc(F)cc3)CC2)c1OC	1.5
O=C1NC(=O)N(CCc2ccc(F)cc2)C(=O)/C1=C/C=C/c1ccccc1	2.4
Remaining list, next part.
SMILES	NSD2 HMT inh
O=c1[nH]c(=O)n(-c2ccccc2)c(O)c1C=NC12CN3CN(CN(C3)C1)C2	-1.6
Brc1csc(N2CCNCC2)n1	0.5
CCOC(=O)c1c(N)n(Cc2ccc(OC)cc2)c2nc3ccccc3nc12	-1.6
CN(C)P1(=O)N(C)CCN1C	-1.1
CN1C(=O)NC(=O)/C(=C\C=C\c2ccccc2[N+](=O)[O-])C1=O	27.2
O=c1c2ccccc2nc(CBr)n1-c1ccc(Cl)cc1	-1.2
COc1ccc(-n2c(-c3ccccc3F)nc3ccccc3c2=O)cc1	-1.5
NNP(=O)(CC(=O)c1ccccc1)c1ccccc1 (stereo not drawn)	-1.9
CC[C@H](C)[C@@H]1OC(=O)[C@H](C(C)C)N(C)C(=O)[C@H](C(C)C)NC(=O)[C@@H](C)[C@@H](CCCC#CBr)OC(=O)[C@H](C(C)C)N(C)C(=O)C2CCCN2C1=O (stereo partly drawn)	23.3
O=C(Cc1ccc([N+](=O)[O-])cc1)N1CCN(Cc2ccc3c(c2)OCO3)CC1	2.9
COc1ccc2c(c1)C1(C)CCN(C)CC(C1)C2O (stereo not drawn)	-0.6
COc1ccc([C@@H](O)[C@@H](N)c2ccccc2)cc1	-0.7
CC(=O)O[C@H]1CC[C@]2(C)C3CC[C@@]4(C)C(C[C@@H](O)[C@@H]4O)C3[C@@H](OC(C)=O)C[C@H]2C1 (stereo partly drawn)	0.9
CCCC[N+]12CCC(CC1)C(Cc1ccccc1)C2 (stereo not drawn)	2.8
COC(=O)c1cccc(N=Cc2c(O)n(Cc3ccc(F)cc3)c(=O)[nH]c2=O)c1	6.2
O=C(N/N=C/c1c(O)n(CCc2ccccc2)c(=O)[nH]c1=O)c1ccccc1	-1.6
CCOC(=O)C(O)(c1ccc(NC(=O)NC)cc1)C(F)(F)F (stereo not drawn)	-3.4
C(#CCN1CCCCC1)CN1CCCCC1	-0.7
NCCc1c(Cc2ccccc2)[nH]c2ccccc12	4.8
CN1C2CNC(=O)CC1C1CCC2C1 (stereo not drawn)	0.5
COc1cc([N+](=O)[O-])c2ncccc2c1[N+](=O)[O-]	2.1
C=CCn1c(O)c(C(C)=NC2CCN(Cc3ccccc3)CC2)c(=O)[nH]c1=O	-1.4
O=C1CC(N2CC2)C(=O)N1c1ccccc1 (stereo not drawn)	11.3
COC(=O)CN1C(=O)CN=C(c2ccccc2Cl)c2cc(Br)ccc21	1.6
O=c1[nH]c(=O)n(-c2ccc(Br)cc2)c(O)c1C=NC(CO)(CO)CO	-7.6
(further entries)
SMILES	NSD2 HMT inh
COc1ccccc1[As](=O)(O)CC(O)COc1ccc(Cl)cc1Cl (stereo not drawn)	-0.4
O=C(NCP(=O)(Oc1ccccc1)Oc1ccccc1)OCc1ccccc1	-7.9
CC(C)NC1C2CCC(CC2)C1(O)c1ccc(Cl)c(Cl)c1 (stereo not drawn)	-1.2
COc1ccc(OC)c(-n2c(O)c(/C=C3\C(C)=Nc4ccccc43)c(=O)[nH]c2=O)c1	21.4
COc1ccc(-n2c(=S)[nH]c3ccc(C)cc3c2=O)cc1	-1.8
COP(=O)(OC)C(C)NC(=O)OCc1ccccc1 (stereo not drawn)	-3.0
C=CCn1c(O)c(C(CC)=NCc2ccc3c(c2)OCO3)c(=O)[nH]c1=O	-0.9
COc1ccc2c(c1)C1OCCNC1CC2 (stereo not drawn)	1.1

Molecules above containing an aryl methoxy group:
SMILES	NSD2 HMT inh
COc1ccc(-n2c(O)c(/C(C)=N/N3CCCCCC3)c(=O)[nH]c2=O)cc1	-1.4
COc1cc(CNCCc2c[nH]c3ccccc23)cc(OC)c1OC	6.0
COc1ccccc1N1C(=O)NC(=O)/C(=C/c2ccc([N+](=O)[O-])s2)C1=O	27.5
COc1cccc(CN2CCN(c3ccc(F)cc3)CC2)c1OC	1.5
CCOC(=O)c1c(N)n(Cc2ccc(OC)cc2)c2nc3ccccc3nc12	-1.6
COc1ccc(-n2c(-c3ccccc3F)nc3ccccc3c2=O)cc1	-1.5
COc1ccc2c(c1)C1(C)CCN(C)CC(C1)C2O (stereo not drawn)	-0.6
COc1ccc([C@@H](O)[C@@H](N)c2ccccc2)cc1	-0.7
COc1cc([N+](=O)[O-])c2ncccc2c1[N+](=O)[O-]	2.1
COc1ccccc1[As](=O)(O)CC(O)COc1ccc(Cl)cc1Cl (stereo not drawn)	-0.4
COc1ccc(OC)c(-n2c(O)c(/C=C3\C(C)=Nc4ccccc43)c(=O)[nH]c2=O)c1	21.4
COc1ccc(-n2c(=S)[nH]c3ccc(C)cc3c2=O)cc1	-1.8
COc1ccc2c(c1)C1OCCNC1CC2 (stereo not drawn)	1.1

Source: PubChem
